Screens from PubChem BioAssay.
12-LOX inh = blocks human arachidonate 12S-lipoxygenase | P18054 | purified 12hLO, xylenol orange hydroperoxide absorbance | Potency, µM (highest dose often 108 µM), for inactives: top-dose activity change, negative = inhibition, hits mostly inhibitors | 1.1% of 580,000 active; active = well fitted inhibition curve with a large enough effect; inconclusive = small, poorly fitted or top-dose-only effect, or another doubt; inactive = no such curve, though single readings can be large or run the other way
Target sequence (P18054 whole entry, looked up): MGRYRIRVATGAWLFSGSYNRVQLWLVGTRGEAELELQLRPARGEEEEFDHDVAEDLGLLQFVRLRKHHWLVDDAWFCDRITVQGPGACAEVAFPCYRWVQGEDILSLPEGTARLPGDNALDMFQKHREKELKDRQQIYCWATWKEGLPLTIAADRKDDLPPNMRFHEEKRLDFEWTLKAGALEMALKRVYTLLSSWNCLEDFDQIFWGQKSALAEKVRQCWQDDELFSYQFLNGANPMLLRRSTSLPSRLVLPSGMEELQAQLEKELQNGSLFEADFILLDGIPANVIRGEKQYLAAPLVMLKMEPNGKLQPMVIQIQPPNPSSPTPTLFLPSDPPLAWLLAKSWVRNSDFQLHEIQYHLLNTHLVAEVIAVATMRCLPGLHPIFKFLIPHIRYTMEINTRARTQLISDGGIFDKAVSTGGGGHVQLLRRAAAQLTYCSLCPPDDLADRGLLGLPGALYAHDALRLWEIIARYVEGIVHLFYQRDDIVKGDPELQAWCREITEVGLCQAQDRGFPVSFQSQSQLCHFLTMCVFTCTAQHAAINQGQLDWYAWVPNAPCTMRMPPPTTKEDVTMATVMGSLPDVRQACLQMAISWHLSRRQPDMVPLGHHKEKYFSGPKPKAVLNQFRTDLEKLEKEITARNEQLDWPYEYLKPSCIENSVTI
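Purified human 12hLO (150 nM final) in 25 mM Hepes, 0.01% Triton X-100, pH 7.0 was preincubated 15 min at room temperature with compound. Then 40 uM arachidonic acid was added, 30 min. Hydroperoxide was read by Fe-XO absorbance ratio 573/405 nm.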
* hit, by the source's call; [ ] = dose if it differs, or a comment. % is scaled to controls: 0 for no effect and ±100 for the full control effect; potency is read from the fitted curve at half-maximal effect. This is a subset. The share of hits here may be higher or lower than overall.

`CCOC(=O)C1=C(C(=O)OCC)C2N(Cc3ccc(Br)cc3)c3ccccc3[C@@]23C[C@@H](C(=O)OC)N(S(=O)(=O)c2ccc(F)cc2)C3=N1` (stereo partly drawn) gave 12-LOX inh -5.1%.
Screening COC(=O)c1ccc(/C=C/C(=O)c2cccc(N3CCOCC3)c2)cc1 returned 12-LOX inh inconclusive.
`CC(=O)NCc1ccc(C(=O)CSc2ccc(NC(C)=O)cc2)cc1` gave 12-LOX inh inconclusive.
Screening COc1cccc(CN2CCOC3CCN(Cc4cccc(F)c4)CC3C2=O)c1 (stereo not drawn) returned 12-LOX inh 13.6%[176 µM].
Screening COC(=O)c1ccc(Cn2c(C)c(C(=O)Nc3cccc(Oc4ccccc4)c3)sc2=O)o1 returned 12-LOX inh 8.8%.
CCc1cnc(Nc2nc(C(N)Cc3ccc(F)cc3)cs2)nc1 (stereo not drawn) was read as 12-LOX inh -2.4%.
Screening CC[C@H]1CN(C(=O)c2ccccc2)CC[C@H]1CC(=O)N1CCC(C(N)=O)CC1 returned 12-LOX inh -35.0%[176 µM].
CS(=O)(=O)N1CCOc2ccc(CCC(=O)NC3CCS(=O)(=O)C3)cc2C1 (stereo not drawn) was read as 12-LOX inh 26.7%.
`Cc1ccc(-c2cnc(CCC(=O)Nc3ccc(F)cc3)o2)cc1C` gave 12-LOX inh 1.0%.
`O=C(O)c1cc(Br)cc(S(=O)(=O)N2CCOCC2)c1` gave 12-LOX inh 9.9%.
NC(=O)CCC(C(=O)O)N1C(=O)C2C3CCC(C3)C2C1=O (stereo not drawn) was read as 12-LOX inh -9.2%.
Cc1cc(N2CCC3(CC2)CC(c2ccccc2)C(=O)N3C)ncn1 (stereo not drawn) was read as 12-LOX inh 83.9%[activator].
Screening CS(=O)(=O)N1CC(c2nc(Cc3ccccc3)no2)C1 returned 12-LOX inh 50.4%[activator].
For Cc1cc(C)cc(C(=O)NCC(=O)N2CCCC2c2ccc(F)cc2)c1 (stereo not drawn) the results were 12-LOX inh 3.1%.
O=c1c2nc(NCc3ccccc3)ccc2ncn1Cc1ccccc1 was read as 12-LOX inh 28.1%[176 µM].
O=C(NCC1CCCO1)N1CCc2c(nc3cc(-c4ccccc4Cl)[nH]n3c2=O)C1 (stereo not drawn) was read as 12-LOX inh 18.2%.
`O=C(NC1CCN(c2cc(-c3cccs3)[nH]n2)C1)c1cccnc1` (stereo not drawn) gave 12-LOX inh 26.8%.
COc1ccc(OC2CCN(C(=O)C3CC3)CC2)c(C(=O)N2CCCCO2)c1 was read as 12-LOX inh -17.6%.
COc1ccccc1NC(=O)c1nc2ccccc2nc1N1CCOCC1 was read as 12-LOX inh -6.0%.
COc1cc(C)ccc1OC(=O)C(C)Oc1ccc(Cl)cc1Cl (stereo not drawn) was read as 12-LOX inh inconclusive.
Screening COc1cc(Cl)ccc1C(=O)N[C@@H]1CN(c2ncccn2)C[C@H]1CN(C)C returned 12-LOX inh 38.4%[activator].
For COc1ccc(OC)c(CCNC(=O)C(CCS(C)(=O)=O)N2Cc3ccccc3C2=O)c1 (stereo not drawn) the results were 12-LOX inh 21.2%.
`CCCS(=O)(=O)N1CC(Oc2ccccc2-c2noc(C)n2)C1` gave 12-LOX inh 10.6%.
For CCn1nnnc1SCc1cc(=O)oc2cc(C)ccc12 the results were 12-LOX inh 19.2%.
For CC(=O)Nc1ccc(C)c(NC(=O)c2nc(-c3ccccc3)oc2C)c1 the results were 12-LOX inh inconclusive.
Screening COc1ccccc1-c1cc(NCCc2ccccn2)c2onc(C)c2n1 returned 12-LOX inh 1.2%[176 µM].
`O=C(c1ccc2cc[nH]c2c1)N1CCC(Cc2nncn2CC2CC2)C1` (stereo not drawn) gave 12-LOX inh 9.9%.
For Cn1cc(CN2C[C@H](C(=O)Nc3ccccn3)C[C@@H]2c2cccc(C(F)(F)F)c2)cn1 the results were 12-LOX inh 1.6%[176 µM].
CCN(C(=O)CCC(=O)NCCc1noc(-c2cccnc2)n1)c1ccccc1 was read as 12-LOX inh 22.6%.
`COCc1nc2nccc(-c3ccc(Br)s3)n2n1` gave 12-LOX inh -28.2%.
`COc1ccc(-c2cc3nc(NCC4CCCCC4)n(C)c(=O)c3s2)cc1OC` gave 12-LOX inh -14.5%.
`O=C(NC1CCN(c2cc(-c3ccccc3)[nH]n2)C1)c1ccc(F)c(Cl)c1` (stereo not drawn) gave 12-LOX inh 36.4%[activator].
Screening Cc1ccc(C(C)NC(=O)Cn2cnc(C#N)n2)cc1C (stereo not drawn) returned 12-LOX inh -2.9%.
COC(=O)c1scc(-c2ccc(C)cc2)c1S(=O)(=O)Nc1cccc(C)c1 was read as 12-LOX inh -1.1%.
Screening Cc1nc2cc(NC(C)C(=O)Nc3c(F)cccc3F)ccc2o1 (stereo not drawn) returned 12-LOX inh 12.8%.
`COc1ccc(CNC(=O)c2ccc3ccccc3c2)cc1` gave 12-LOX inh inconclusive.
COc1ccc(CCN2CCC(CN(C)C(=O)C3CCCCO3)CC2)cc1 (stereo not drawn) was read as 12-LOX inh 55.4%[activator].
CN(CC(=O)N1CCc2ccccc2C1)S(=O)(=O)c1ccc(Cl)cc1 was read as 12-LOX inh 2.6%.
Screening COC(=O)[C@]12C[C@H](CC(=O)NCC34CC5CC(CC(C5)C3)C4)C(=O)N(Cc3ccc4c(c3)OCO4)C1=C[C@H](C(C)(C)C)O[C@@H]2C returned 12-LOX inh -8.3%.
`O=C(NCc1ccc(N2CCCC2)nc1)c1ccc(O)c(Cl)c1` gave 12-LOX inh 0.2%.
Screening O=S(=O)(NCCCn1ccc2ccccc21)c1cc(F)cc(F)c1 returned 12-LOX inh -2.9%.
For CC(=O)c1ccc(NC(=S)NCCc2ccc(Cl)cc2)cc1 the results were 12-LOX inh 50.1µM*.
For Cc1nn(C2CCS(=O)(=O)C2)c(C)c1CN(C)C(=O)c1ccc(F)cc1 (stereo not drawn) the results were 12-LOX inh 1.3%.
For CNC(=O)NC(=O)CNC(c1ccccc1)c1ccccc1 the results were 12-LOX inh -31.1%.
For Cc1cc(N(C)C)nc(Nc2ccc(NC(=O)Nc3ccc(F)cc3)cc2)n1 the results were 12-LOX inh inconclusive.
Screening COc1ccc(C(=O)N2CCN(C(=O)c3nnn4c3COC(c3ccccc3)C4)CC2)c(C)c1 (stereo not drawn) returned 12-LOX inh -5.6%.
For CCn1cc(C(=O)N(C)c2ccc(C)c(C)c2)c2cc(OC)c(OC)cc2c1=O the results were 12-LOX inh inconclusive.
CCn1c(C)c(CN2CCc3nc(N4CCN(C)CC4)[nH]c(=O)c3CC2)c2ccccc21 was read as 12-LOX inh 12.6%.
For Cc1ccccc1C(=O)N1CCC(n2cnnc2C2CC2)CC1 the results were 12-LOX inh 47.5%[activator].
For CCn1c(CO)nnc1C1CC(NC(=O)Cc2c(C)[nH]c(=O)[nH]c2=O)C1 (stereo not drawn) the results were 12-LOX inh 32.1%.
Screening Cc1cc2cc(NS(=O)(=O)c3ccc(F)c(F)c3F)ccc2[nH]1 returned 12-LOX inh inconclusive.
Cc1oc(-c2ccccc2)nc1C(=O)NCC(c1ccccc1)N(C)C (stereo not drawn) was read as 12-LOX inh 10.8%.
`COCCn1c(=O)[nH]c(=O)c2c3c(cnc21)C(=O)CC(c1ccc(F)cc1)C3` (stereo not drawn) gave 12-LOX inh 2.2%.
`COc1cccc(C(=O)NCc2nc(-c3cccc(NC(=O)c4ccoc4C)c3)oc2C)c1` gave 12-LOX inh -1.8%.
`Cc1ccc(N2C(=O)N(Cc3ncc(-c4ccccc4)o3)C(=O)C2C)cc1` (stereo not drawn) gave 12-LOX inh -4.3%.
For COc1cc(OC)cc(C(=O)N[C@@H]2COCC[C@@H]2Oc2cccc(F)c2)c1 the results were 12-LOX inh 18.1%.
CN(C)C(=O)c1cnn2ncccc12 was read as 12-LOX inh 91.3%[activator][176 µM].
For O=C(COC(=O)c1ccc2ccccc2n1)Nc1ccc2ccccc2c1 the results were 12-LOX inh inconclusive.
Screening CCCc1ccc(-c2ccc(C3CCC(CC)CC3)cc2)nc1 (stereo not drawn) returned 12-LOX inh 2.5%.
Screening O=C(Nc1nnc(Cc2ccccc2)s1)c1cc(=O)c2ccccc2o1 returned 12-LOX inh 7.1%.
`O=C(N/C(=C/c1cccc(Br)c1)C(=O)N1CCCCC1)c1ccco1` gave 12-LOX inh -7.5%.
For CC(C)NC(=O)C1(C)CCN1C(=O)c1cccc(F)c1 (stereo not drawn) the results were 12-LOX inh inconclusive.
`CC(C)CC(=O)N1CCC(Oc2nccnc2N(C)C)C1` (stereo not drawn) gave 12-LOX inh 55.8%[activator].
Screening Cc1ccc(C(C)C)cc1OCC(=O)NC1=NCCS1 returned 12-LOX inh 1.2%.
O=C(COc1ccccc1)N1C[C@@H]2C[C@H](C1)c1c(NS(=O)(=O)c3ccccc3)ccc(=O)n1C2 was read as 12-LOX inh inconclusive.
CC(=O)N1CCC(N2CCC[C@H]2c2nc(-c3ccnc(N4CCC(C(N)=O)CC4)c3)no2)CC1 was read as 12-LOX inh -20.0%.
O=C(Nc1ccc2nc(N3CCOCC3)sc2c1)c1n[nH]c(=O)c2ccccc12 was read as 12-LOX inh 6.8%.
`CCN(CC)c1nc2ccccc2nc1C(=O)Nc1cccc(OC)c1` gave 12-LOX inh inconclusive.
`CCc1ccc(C(=O)CSc2n[nH]c(C(C)C)n2)cc1` gave 12-LOX inh -3.9%.
O=C(/C=C/c1ccco1)Nc1ccc2oc(-c3cccc(F)c3)nc2c1 was read as 12-LOX inh inconclusive.
Cc1cc(NC(=O)C(=O)c2c[nH]c3ccccc23)no1 was read as 12-LOX inh 9.2%.
For O=C(Oc1ccccc1)C1C2CCCC1C2c1ccccc1 (stereo not drawn) the results were 12-LOX inh 49.8%[activator].
Screening COCCc1nncn1C1CCN(S(=O)(=O)c2ccc(OC)cc2)CC1 returned 12-LOX inh 39.4%[activator].
For CC1(c2noc(-c3ccccn3)n2)CCN(C(=O)CCC(=O)N2CC(=O)Nc3ccccc32)CC1 the results were 12-LOX inh 4.7%.
`Fc1ccc(OCc2nnc(-c3ccc(Cl)cc3)o2)cc1` gave 12-LOX inh -25.2%.
`CC1(c2nc3ccccc3[nH]2)c2ccccc2C(=O)N1Cc1ccccc1` (stereo not drawn) gave 12-LOX inh -0.1%.
For O=C(NCc1ccc2c(c1)OCO2)c1cccc(S(=O)(=O)N2CCc3ccccc3C2)c1 the results were 12-LOX inh inconclusive.
Cc1noc(C)c1S(=O)(=O)N1CC(N(C)Cc2cccnc2)C1 was read as 12-LOX inh 39.8%.
COc1cccc(CN2CCOC3(CCN([S+](=O)([O-])c4ccccc4)CC3)C2=O)c1 was read as 12-LOX inh -22.2%[176 µM].
For C[C@]1(CO)C2CC[C@@H](O)[C@@H](CC(=O)N3CCCC3)[C@]2(C)CC[C@H]1OC(=O)Nc1ccccc1 (stereo partly drawn) the results were 12-LOX inh 10.0%.
`Cc1ccc(CN2CCN(c3cc(C)nc(N)n3)CC2CCO)cc1` (stereo not drawn) gave 12-LOX inh inconclusive.
COc1ccc(Nc2cnc3ccc(N4CCOCC4)nn23)cn1 was read as 12-LOX inh 68.4%[activator][176 µM].
Screening Cc1c(C(=O)Nc2cnc3ccccc3c2)cccc1[N+](=O)[O-] returned 12-LOX inh -40.9%.
CC(=O)N1CCN(c2nc(-c3c(C)noc3C)cc3c2cc(-c2ccccc2)n3C)CC1 was read as 12-LOX inh 15.5%[176 µM].
Screening Cc1c(CC(=O)O)c(=O)oc2cc(OCc3ccccc3Cl)ccc12 returned 12-LOX inh -0.3%.
Screening Cc1ccc(NC(=O)C(C)SC(c2ccc(F)cc2)c2ccc(F)cc2)c(C)c1 (stereo not drawn) returned 12-LOX inh -18.4%.
Screening Cc1nn(CN2CCN(S(=O)(=O)c3ccc(C#N)cc3)CC2)c(=O)c2ccccc12 returned 12-LOX inh -11.9%.
`O=C1NCCN(Cc2cccc(Oc3ccccc3)c2)C1CC(=O)N1CCCOCC1` (stereo not drawn) gave 12-LOX inh 5.7%.
`O=C(NCC1CC1)C1Cc2c(-c3ccc4c(c3)OCO4)ccnc2O1` (stereo not drawn) gave 12-LOX inh -11.0%.
Cc1noc(C)c1CC(=O)N1Cc2ccccc2OC2(CCN(C(=O)NC(C)C)CC2)C1 was read as 12-LOX inh -4.7%[6.33 µM].
COCC(=O)Nc1cc(C(=O)N2CC3CC4CC(C3)CC2C4)c2c(c1)nc(-c1ccncc1)n2C was read as 12-LOX inh 6.6%.

Sorted by molecular weight (highest first): part of the list above
`CCOC(=O)C1=C(C(=O)OCC)C2N(Cc3ccc(Br)cc3)c3ccccc3[C@@]23C[C@@H](C(=O)OC)N(S(=O)(=O)c2ccc(F)cc2)C3=N1` (stereo partly drawn) gave 12-LOX inh -5.1%.
`O=C(NC1CCN(c2cc(-c3ccccc3)[nH]n2)C1)c1ccc(F)c(Cl)c1` (stereo not drawn) gave 12-LOX inh 36.4%[activator].
Screening Cc1nc2cc(NC(C)C(=O)Nc3c(F)cccc3F)ccc2o1 (stereo not drawn) returned 12-LOX inh 12.8%.

Structural class, those above with a Cl atom
O=C(NCC1CCCO1)N1CCc2c(nc3cc(-c4ccccc4Cl)[nH]n3c2=O)C1 (stereo not drawn) was read as 12-LOX inh 18.2%.
COc1cc(C)ccc1OC(=O)C(C)Oc1ccc(Cl)cc1Cl (stereo not drawn) was read as 12-LOX inh inconclusive.
Screening COc1cc(Cl)ccc1C(=O)N[C@@H]1CN(c2ncccn2)C[C@H]1CN(C)C returned 12-LOX inh 38.4%[activator].
`O=C(NC1CCN(c2cc(-c3ccccc3)[nH]n2)C1)c1ccc(F)c(Cl)c1` (stereo not drawn) gave 12-LOX inh 36.4%[activator].
CN(CC(=O)N1CCc2ccccc2C1)S(=O)(=O)c1ccc(Cl)cc1 was read as 12-LOX inh 2.6%.
`O=C(NCc1ccc(N2CCCC2)nc1)c1ccc(O)c(Cl)c1` gave 12-LOX inh 0.2%.
For CC(=O)c1ccc(NC(=S)NCCc2ccc(Cl)cc2)cc1 the results were 12-LOX inh 50.1µM*.
`Fc1ccc(OCc2nnc(-c3ccc(Cl)cc3)o2)cc1` gave 12-LOX inh -25.2%.
Screening Cc1c(CC(=O)O)c(=O)oc2cc(OCc3ccccc3Cl)ccc12 returned 12-LOX inh -0.3%.
